# Screening results (PubChem)
# Vif imaging: inhibitors of HIV Vif; HEK293T cells, Vif self-association by quenched fluorescence, imaging, 24 h; inhibition, % at 7.49 µM; 340,000 compounds, 0.35% hits; AID 602346; in the data active = inhibition above about 50%, passing the limit was not always enough; inconclusive = no clear call, values can overlap the other calls; inactive = below about 31%; note: some results filed as inactive read as strong as hits
# MC4R antagonist: blocks human MC4R cAMP signaling. 360,000 compounds, 0.48% hits. MC4R-expressing cells, MTII-stimulated cAMP, LANCE TR-FRET. AID 540295. inhibition, % at 6.5 µM. P32245;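 active = inhibition above its plate's cutoff, the mean of tested wells on that plate plus 3 SD, cut at about 29% in these data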;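 note: 0% = Melanotan II alone and 100% = Melanotan II plus saturating MCL0020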
#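 System – human MC4R-expressing U2OS cells · Also added – Melanotan II · Dosing – one concentration, 6.5 µM nominal · Timing – 30-min compound, 1-h challenge, 1-h detection, room temperature · Measured by – Eu-cAMP/anti-cAMP TR-FRET, emission 671 nm · Replicates – singlicate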
# aDG glyco act: alpha-DG glycosylation activation | Pro5-aDG cells, alpha-DG glycosylation AlphaScreen (IIH6); 0% Pro5, 100% B10-LARGE cell signal | activation, % at 10 µM | 360,000 compounds, 0.22% hits | AID 624168;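 active = activation of at least 8% versus controls, or a plate z-score of at least 8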;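 note: Pro5 are CHO cells carrying HIG-tagged alpha-DG that lacks glycosylation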
# MC4R barr agon: human MC4R agonism via beta-arrestin; P32245; U2OS MC4R beta-arrestin complementation, luminescence; percent of melanotan II response, DMSO zero; activation, % at 8.9 µM; 360,000 compounds, 0.98% hits; AID 540308;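 active = activation above a per-plate cutoff, the mean activation of sample wells on that plate plus 3 SD, cut at about 8% in these data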
# Granule exo inh: lytic granule exocytosis inhibition. TALL-104 LAMP-1 surface exposure, flow cytometry; cells stimulated with thapsigargin and PMA. AID 651702. 360,000 compounds, 0.66% hits. inhibition, % at 10 µM;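 active = inhibition above about 55%, limit read from the data; inconclusive = no clear call, values can overlap the other calls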
# TLR9-MyD88 block: inhibitors of human TLR9-MyD88 binding. Q9NR96+Q99836. CHO BLA complementation TLR9-MyD88, CCF4 FRET ratio. inhibition, % at 4.98 µM. 340,000 compounds, 0.21% hits;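 active = inhibition above the mean over all tested compounds plus 3 SD, cut at about 21% in these data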;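 note: 0% = DMSO only wells and 100% = clavulanate BLA inhibitor control wells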
# ABCB6 inh MLPCN: human ABCB6 transporter inhibition; Q9NP58; K562-ABCB6 porphyrin accumulation, flow cytometry, 1 h; hits give low values; fluorescence ratio to DMSO, % at 10 µM; 360,000 compounds, 0.19% hits;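 active = fluorescence ratio to DMSO below 75%, the collection mean minus 3 SD; inconclusive = too few cells collected in the well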;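 note: signal is porphyrin accumulated inside mitochondria; 100% equals median channel fluorescence of DMSO control wells; lower ratio means ABCB6 inhibition with less porphyrin fluorescence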
# N-glyco inh: blocks N-linked glycosylation in D54 reporter cells; 360,000 compounds, 0.23% hits; reporter increase, % at 12.5 µM; AID 588692; D54 ERlucT glycosylation luciferase reporter, 24 h; percent of 100 nM tunicamycin response;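 active = mean luciferase reporter signal, scaled so untreated is 0 and the glycosylation-blocking control 100, at or above a set limit in every replicate; inconclusive = mean reaches the limit but not every replicate does; inactive = mean below the limit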;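 note: luciferase carries N-glycosylation sites so blocking glycosylation raises the light; 0% = median of neutral control wells and 100% = median of 100 nM tunicamycin wells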
# ABHD5 PLIN5 PPI: inhibitors of human ABHD5-perilipin-5 interaction; inhibition, % at 4 µM; AID 602281; Split G. princeps luciferase complementation, luminescence, 4 h; 360,000 compounds, 0.78% hits;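 active = inhibition above the mean inhibition across every tested compound plus 3 SD, cut at about 22% in these data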;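 note: 0% = DMSO only wells and the 100% control is not disclosed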
# Target sequence (Q00G26 whole entry, looked up): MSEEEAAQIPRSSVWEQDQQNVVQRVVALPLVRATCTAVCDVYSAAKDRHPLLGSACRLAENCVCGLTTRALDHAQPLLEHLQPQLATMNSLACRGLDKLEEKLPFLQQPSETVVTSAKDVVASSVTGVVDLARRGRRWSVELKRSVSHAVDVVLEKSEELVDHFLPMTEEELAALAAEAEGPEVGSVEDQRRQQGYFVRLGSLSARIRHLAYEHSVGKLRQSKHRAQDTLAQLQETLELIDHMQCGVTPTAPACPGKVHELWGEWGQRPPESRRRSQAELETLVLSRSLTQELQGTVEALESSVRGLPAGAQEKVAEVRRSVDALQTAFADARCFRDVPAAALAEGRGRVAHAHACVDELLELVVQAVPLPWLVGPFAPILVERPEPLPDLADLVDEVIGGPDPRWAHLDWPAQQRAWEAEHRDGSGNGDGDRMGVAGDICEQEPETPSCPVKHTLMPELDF
# Target sequence (Q8WTS1 whole entry, looked up): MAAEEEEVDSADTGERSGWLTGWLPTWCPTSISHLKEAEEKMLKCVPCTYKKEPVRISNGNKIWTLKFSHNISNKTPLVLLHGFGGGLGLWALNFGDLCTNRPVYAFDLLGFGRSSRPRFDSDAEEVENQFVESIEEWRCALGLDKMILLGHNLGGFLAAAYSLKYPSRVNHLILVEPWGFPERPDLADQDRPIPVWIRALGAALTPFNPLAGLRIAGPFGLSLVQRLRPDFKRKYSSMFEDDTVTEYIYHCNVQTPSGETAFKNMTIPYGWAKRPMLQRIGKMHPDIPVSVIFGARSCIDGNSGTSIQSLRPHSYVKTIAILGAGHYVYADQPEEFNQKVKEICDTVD
# NOD2 RIPK2 PPI: inhibitors of human NOD2-RIPK2 interaction; O43353; CHO BLA complementation NOD2-RIPK2, CCF4 ratio; inhibition, % at 4.98 µM; 360,000 compounds, 0.38% hits; in the data active = inhibition above about 21%;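 note: 0% = vehicle only and 100% = reference blocker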
# Active calls of the source: *; ? = inconclusive; . = not tested or not shown. Only part of the results is shown; the hit share may differ from the screen's.
SMILES,Vif imaging,MC4R antagonist,aDG glyco act,MC4R barr agon,Granule exo inh,TLR9-MyD88 block,ABCB6 inh MLPCN,N-glyco inh,ABHD5 PLIN5 PPI,NOD2 RIPK2 PPI
CC(C)C(NC(=O)c1ccccc1)C(=O)N1CCN(C/C=C/c2ccccc2)CC1 (stereo not given),-1,9,0.1,-2.5,-8,-6,97,0,2,1
CC1CCC2C(=O)N(c3ccc(C(=O)Oc4cccc5cccnc45)cc3)C(=O)C2C1 (stereo not given),-2,7,0.6,1.3,2,8,98,2,-3,-9
CCc1nc2c(OCC(N)=O)cccn2c1N(C)C(=O)c1cccs1,0,-1,0.1,0.8,-1,.,101,4,0,-3
Nc1nc(N)nc(-c2ccc(Oc3ccccc3)cc2)n1,-7,5,-0.2,-0.5,-4,8,98,-3,-1,-6
Cc1cc(S(=O)(=O)N2CCCOC2CNC(=O)C(=O)NCc2cccs2)ccc1F (stereo not given),-2,3,-0.1,-3.3,-1,5,97,0,-2,-4
CCOc1ccc(-n2c(SCc3nc(-c4cccs4)no3)nnc2-c2ccncc2)cc1,1,16,0.9,1.1,-1,-4,98,-5,15,3
Cc1onc(-c2ccccc2)c1C(=O)Nc1nnc(C(C)C)s1,-1,0,0.0,-1.9,-11,2,94,1,0,-6
COC(=O)Cc1ccc(N(Cc2ccccc2F)S(=O)(=O)c2ccc(Cl)cc2)cc1,-5,13,1.2,2.1,4,2,99,0,-5,-11
O=C(CCC(=O)c1ccc(Oc2ccccc2)cc1)Nc1cccc(Cl)c1,3,6,-0.3,3.4,4,-2,94,0,-4,-5
O=C(CCn1c(=O)oc2ccccc21)NCCN1CCc2ccccc2C1,-3,-2,0.5,-3.5,-1,0,96,2,0,-8
Cc1ccc(NC2CCCN(C(=O)CCn3nccc3C)C2)cc1C (stereo not given),-10,11,0.2,0.9,-1,-5,101,2,13,-5
COc1ccc2[nH]cc(CCNC(=S)NC3CCCC3)c2c1,-7,-5,0.0,-0.3,3,3,97,1,0,-10
O=C(c1cc(COc2ccc(F)c(F)c2)on1)N1CCOCC1,2,0,0.0,-0.5,0,-10,100,1,-1,-7
CCCC(=O)c1ccc(N2CCCCC2)c(F)c1,0,-6,0.0,-0.9,-1,-1,94,1,-4,-9
Cc1ccc(OCc2cn3cccnc3n2)cc1,-1,6,-0.1,0.2,-1,11,101,0,1,3
Cc1nn2c(N3CCCC3)c3c(nc2c1-c1ccccc1)CCC3,3,2,-0.1,1.5,-2,.,135,1,1,9
COc1ccc(-c2nc(CN3CCCCC3c3cccnc3)c(C)o2)c(F)c1 (stereo not given),21,-7,0.6,2.3,0,4,101,0,10,9
O=C(CCSCc1ccc(Cl)cc1)NCCC1=CCCCC1,-4,.,0.2,.,-4,-6,102,-1,.,.
CCOC(=O)CSc1ccc(-c2nc3cc(C)c(C)cc3[nH]2)cn1,8,34*,3.4,-3.1,5,10,93,-6,-3,8
CC(=O)N1C2CCCCC2S[C@H]2CCCCC21 (stereo not given in full),3,-1,0.1,0.4,0,5,98,2,2,1

# An excerpt from above in order of molecular weight, low to high.
SMILES,Vif imaging,MC4R antagonist,aDG glyco act,MC4R barr agon,Granule exo inh,TLR9-MyD88 block,ABCB6 inh MLPCN,N-glyco inh,ABHD5 PLIN5 PPI,NOD2 RIPK2 PPI
CCCC(=O)c1ccc(N2CCCCC2)c(F)c1,0,-6,0.0,-0.9,-1,-1,94,1,-4,-9
COc1ccc2[nH]cc(CCNC(=S)NC3CCCC3)c2c1,-7,-5,0.0,-0.3,3,3,97,1,0,-10
CCOc1ccc(-n2c(SCc3nc(-c4cccs4)no3)nnc2-c2ccncc2)cc1,1,16,0.9,1.1,-1,-4,98,-5,15,3

# Remaining list, next part:
SMILES,Vif imaging,MC4R antagonist,aDG glyco act,MC4R barr agon,Granule exo inh,TLR9-MyD88 block,ABCB6 inh MLPCN,N-glyco inh,ABHD5 PLIN5 PPI,NOD2 RIPK2 PPI
Cn1c(SCC(=O)c2ccccc2)nnc1-c1cccc(N)c1,3,3,0.0,-0.1,-4,-8,93,-2,-1,-4
CCOc1ccc(NC(=O)c2ccccc2O)cc1,-2,-10,0.2,1.1,-4,-2,101,-8,-5,-2
Cc1ccc(N2C(=O)[C@@H]3[C@H](C2=O)[C@H]2C=C(C(=O)c4ccccc4)C=CN2[C@@H]3C(=O)c2ccc(Cl)cc2)cc1,10,-4,-0.2,1.3,2,6,110,1,11,-9
O=C1NC(=O)/C(=C/c2ccc(N3CCOCC3)o2)N1,-12,-2,-0.1,-0.9,1,10,96,0,29*,-14
CC1=C(C(=O)N(C)C)CC(CC(=O)NCCc2ccccn2)C(=O)N1CCC1=CCCCC1 (stereo not given),1,12,0.3,0.1,-3,8,100,3,-10,-2
COC(=O)CNC(=O)C(Cc1c[nH]c2ccccc12)NC(=O)Oc1ccccc1 (stereo not given),-6,1,0.1,-1.4,-2,-10,96,0,3,-18
CC(C)(O)CCC(C)(C)O,-7,8,0.0,1.2,-2,-2,101,-1,-2,-2
COc1ccc(C(=O)Nc2cccc(-c3ccc(N4CCOCC4)nn3)c2)cc1,4,10,-0.3,-3.0,-3,-2,103,-5,8,-2
O=C(NCc1ccco1)c1ccc(S(=O)(=O)N2CCCCC2)cc1,-3,-6,-0.2,-0.6,-2,9,101,-2,-3,3
CC(C)CCNC(=O)C(NS(=O)(=O)c1ccc2c(c1)c(=O)n(C)c(=O)n2C)c1ccccc1 (stereo not given),5,13,0.2,-0.1,4,-7,102,-1,2,-8
O=C(CCCC(=O)OCC1CCCO1)OCC1CCCO1 (stereo not given),10,7,1.8,0.2,1,-163,95,-1,7,-7
COc1ccc(NC(=O)Oc2cc(C)ccc2C(C)C)cc1,4,6,0.1,-0.1,14,7,96,0,-7,-6
CCc1ccc(NC(=S)N2CCNC(=O)C2CC(=O)OC)cc1 (stereo not given),7,8,-0.5,-1.8,-1,3,102,2,-3,-7
O=C(c1cccs1)N1CCN(S(=O)(=O)c2ccccc2)CC1,?,-2,-0.2,-1.1,0,3,98,0,-1,2
CCOC(=O)c1ccc2[nH]c(C)c(CCC(C)=O)c(=O)c2c1,0,6,0.2,0.0,-1,-7,101,1,-3,5
Fc1ccc(NC(=S)N2CCCCC2)cc1,-4,24,0.1,-0.2,-6,-7,95,2,4,-3
CCCCN(C(=O)CC(c1ccccc1)c1ccccc1)c1c(N)n(CCC)c(=O)[nH]c1=O,-5,-7,0.1,4.2,2,-5,103,-1,15,4
Cc1nc2ccc(NC(=O)c3ccccc3)cc2s1,-4,-8,0.2,-2.4,-1,0,100,-1,3,-3
COCC(=O)Nc1cc(C(=O)NCCc2ccccc2)ccc1Cl,-2,13,0.1,-2.7,-9,-6,95,-14,6,3
CCCCn1c(=O)c(CCC(=O)O)nc2ccccc21,-4,-3,0.0,-3.4,3,-1,99,1,1,-12
CC1(C)CC(=O)C/C(=N/NC(=O)C2CCN(S(=O)(=O)c3cccs3)CC2)C1,3,10,0.1,-1.4,-1,8,114,1,3,-4
Cc1cnn(Cc2ccccc2)c1N,19,-3,0.0,3.2,0,-1,92,2,12,0
CC(C)Cc1cc(C(=O)Nc2cccc(O)c2)no1,-2,6,0.6,2.8,-2,12,96,-19,3,-6
Cc1nc2nc(COc3ccccc3)[nH]n2c(=O)c1Cc1ccccc1,-2,6,0.1,-0.3,-3,-8,99,-1,-11,5
C=C(C)CNC(=S)N1CCN(C(c2ccccc2)c2ccccc2)CC1,10,-3,-0.3,-1.5,2,-3,101,-3,-6,8
CC(=O)c1ccc(NC(=S)N2CCN(C(=S)Nc3ccc(C(C)=O)cc3)C(C)C2)cc1 (stereo not given),6,16,-0.2,-0.5,-1,-5,103,-1,1,-1
OC(CCN1CC2CCC(CC2)C1)(Cc1ccccc1)c1ccco1 (stereo not given),8,-2,0.3,-0.7,30,6,96,0,2,-4
Cc1ccc(-n2c(=S)[nH]c3[nH]ncc3c2=O)cc1,8,9,-0.3,-1.3,-4,-3,95,0,-3,-9
O=C(CN1CCc2cc3c(cc2C1)OCCCO3)Nc1cccc(Br)c1,-4,1,0.0,-2.0,1,1,100,2,-11,-1
COc1cccc(C(N)c2nc(-c3cc(F)cc(F)c3)cs2)c1 (stereo not given),-1,-1,-0.1,-0.1,7,.,98,3,-3,-1
O=C(COc1ccc(S(=O)(=O)N2CCCCC2)cc1)N1CCOCC1,1,1,-0.3,-3.8,-8,8,94,1,0,-9
CC(=O)Nc1sc2c(c1C(c1cccs1)N1CCOCC1)CCCC2 (stereo not given),-3,6,0.2,-0.2,-4,-1,113,0,7,-6
COc1ccc(CNC(=O)COC(=O)/C=C/c2ccc(Cl)cc2)cc1,2,3,-0.2,1.8,-1,2,89,2,-4,-4
O=C(CSc1nc2ccc(Nc3nc(N4CCOCC4)nc(N4CCOCC4)n3)cc2s1)Nc1ccccc1Cl,.,9,0.2,1.5,1,-8,97,.,7,6
CC(C)C(=O)N1N=C(c2ccc(NS(C)(=O)=O)cc2)CC1c1cccs1 (stereo not given),0,9,0.0,1.7,-1,-7,78,-1,10,-2
COc1ccc([N+](=O)[O-])cc1NCC(=O)c1ccc(C)cc1,0,20,0.0,-0.7,8,2,107,-1,-5,3
CC(C)OC(=O)c1cc(C(=O)c2cc(F)ccc2O)coc1=N,-7,2,0.3,-0.9,2,6,128,0,12,-3
CN(c1ccccc1)S(=O)(=O)c1cccc(NC(=O)c2ccc(=O)[nH]n2)c1,-24,-5,-0.1,-0.4,-5,1,93,-3,-3,-4
C[C@H]1CN([C@@H](C)CO)C(=O)c2cc(Br)cnc2O[C@H]1CN(C)C(=O)c1ccccn1,2,5,0.0,-0.5,-7,-9,98,3,8,0
Oc1ccc(/C=C/c2ccc3ccccc3n2)cc1,20,7,0.4,-0.6,0,-1,101,-19,1,17
COc1cc(C(=O)NCC(c2cccnc2)N2CCN(c3ccccc3)CC2)cc(OC)c1OC (stereo not given),1,2,-0.1,-0.8,6,-15,99,5,2,2
CN(C)C(CNc1ncnc2sccc12)c1cccs1 (stereo not given),-2,-7,0.3,-2.0,-1,2,95,1,-5,-9
O=C(CNC(=O)c1n[nH]c2ccccc12)Nc1ccc(F)c(F)c1F,-2,2,0.2,0.3,-5,1,92,2,5,3
COC(=O)c1cccc(N(C(=O)c2ccco2)C(C(=O)NC2CCCC2)c2ccco2)c1 (stereo not given),-7,1,0.0,-0.8,2,-5,99,1,8,-3
COc1ccc(Br)cc1CNc1ccccc1,3,3,0.0,-1.7,-4,-2,97,5,-9,-8
CCCOc1ccc2nc(C)c(CCC)c(SC(=N)N)c2c1,6,-1,-0.1,0.5,0,-2,95,-1,3,6
Cc1ccc(C)c(S(=O)(=O)NCCCc2ccccc2)c1,-1,16,0.1,1.9,58*,-6,103,-1,-4,-3
CC(C)NC(=O)C1(C)CCN1Cc1cccc(C#N)c1 (stereo not given),?,-7,0.2,-0.7,-3,.,100,1,0,0
COc1ccnc(CSC(N)=Nc2cccc(C(F)(F)F)c2)c1,-7,2,2.1,0.5,-1,6,102,-1,-15,-8
